DAX1 inh-1: DAX1 (NR0B1) inhibition, primary screen; HEK293T StAR-luciferase reporter, SF-1/DAX-1 repression relief; AID 652010; inhibition, % at 6.8 µM; 1.1% of 370,000 active;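 active means inhibition above the mean over all tested compounds plus 3 SD, cut at about 3.6% in these data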;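 further: 0% = DAX-1 cells with DMSO and 100% = cells lacking DAX-1 with DMSO; higher inhibition means more luminescence from relief of DAX-1 repression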
NR1D1 modulator: modulates human Rev-erb alpha binding to DNA | activity, % at 10 µM | Rev-erbα–FITC-DNA binding, fluorescence polarization, 90 min | AID 1259318 | P20393 | 0.79% of 370,000 active;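 active means activity above about 14%, limit read from the data; passing the limit was not always enough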;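 further: 0% = DMSO wells with 35 nM protein and 100% = DMSO wells with 750 nM protein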
hgDAF-12 ag: activates the H. glycines DAF-12 receptor ligand-binding domain; HEK293 GAL4-hgDAF12 UAS-luciferase reporter, agonist luminescence; normalized to butyrate control; activation, % at 6.8 µM; 1.8% of 370,000 active;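 active means activation above a cutoff set at the mean of all screened compounds plus 3 SD, cut at about 10% in these data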;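 further: 0% = DMSO wells and 100% = sodium butyrate wells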
sPLA2-III inh: Inhibits HGIII-sPLA2 liposome hydrolysis, primary screen; QFRET BODIPY PC-A2 liposome hydrolysis, fluorescence; inhibition, % at 12.2 µM; 0.56% of 370,000 active; AID 743126;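 active means inhibition above mean plus 3 SD of compounds lying within the high and low control bounds, cut at about 19% in these data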;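 further: 0% = median of test compound wells and 100% = no enzyme DMSO wells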
Target sequence (Q9NZ20 whole entry, looked up): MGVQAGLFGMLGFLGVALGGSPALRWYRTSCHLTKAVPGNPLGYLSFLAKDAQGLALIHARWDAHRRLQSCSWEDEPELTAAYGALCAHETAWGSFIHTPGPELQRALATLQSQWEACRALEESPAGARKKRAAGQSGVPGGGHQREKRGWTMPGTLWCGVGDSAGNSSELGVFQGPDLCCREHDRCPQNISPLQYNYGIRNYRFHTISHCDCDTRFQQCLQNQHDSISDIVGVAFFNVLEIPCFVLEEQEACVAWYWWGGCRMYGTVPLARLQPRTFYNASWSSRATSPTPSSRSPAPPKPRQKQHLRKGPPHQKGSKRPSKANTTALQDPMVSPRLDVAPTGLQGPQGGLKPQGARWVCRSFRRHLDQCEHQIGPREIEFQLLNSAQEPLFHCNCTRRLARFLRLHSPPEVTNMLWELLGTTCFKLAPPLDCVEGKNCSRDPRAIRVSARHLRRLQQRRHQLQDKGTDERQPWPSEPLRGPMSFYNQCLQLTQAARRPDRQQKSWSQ
ssDAF12 agonist: activates DAF-12 receptor from parasite S. stercoralis; activation, % at 6.8 µM; 1% of 370,000 active; HEK293 ssDAF-12/GRIP1 lit1-tk-luc reporter, luminescence; % of 3 µM dafachronic acid response; AID 652126;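 active means activation above the mean over all tested compounds plus 3 SD, cut at about 0.9% in these data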;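 further: 0% = DMSO-only wells and 100% = 3 µM delta7-dafachronic acid wells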
SMARCA2 activ: activators of SMARCA2 function | MG213 cells, MMTV-luciferase reporter, dexamethasone, overnight | activation, % at 9.1 µM | 1% of 370,000 active | AID 652017; in the data active means activation above about 7.8%;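 further: 0% = vehicle wells and 100% = reference activator wells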
DAX1 inh-2: inhibitors of human orphan nuclear receptor DAX1 (NR0B1); P51843; HEK293 Gal4-DAX1 luciferase reporter, luminescence; AID 504766; 0.99% of 340,000 active; inhibition, % at 6.75 µM;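 active means inhibition above the mean over all tested compounds plus 3 SD, cut at about 4.2% in these data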;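 further: 0% = DAX1-transfected cells with DMSO and 100% = empty-vector control cells with DMSO; inhibition shows as a rise in luminescence from relieved DAX1 repression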
Target sequence (P51843 207-470 limits assumed): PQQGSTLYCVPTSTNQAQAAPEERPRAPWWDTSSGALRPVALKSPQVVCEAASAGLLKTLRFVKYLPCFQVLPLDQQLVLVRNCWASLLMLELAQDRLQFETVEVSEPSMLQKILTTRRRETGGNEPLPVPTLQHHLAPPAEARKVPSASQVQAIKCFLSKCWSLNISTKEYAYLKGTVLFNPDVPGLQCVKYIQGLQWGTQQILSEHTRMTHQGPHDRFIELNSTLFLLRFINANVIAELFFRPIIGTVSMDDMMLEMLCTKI
hcDAF-12 act: activators of H. contortus DAF-12 nuclear receptor | activation, % at 6.8 µM | 1.4% of 370,000 active | HEK293 hcDAF-12 lit1-tk-luc reporter, luminescence; 0% DMSO, 100% Δ7-dafachronic acid;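 active means activation above the mean of all tested compounds plus 3 SD, cut at about 5.5% in these data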;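 further: 100% = response to 3 µM Δ7-dafachronic acid high control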
PLCb3 inh: blocks human PLC-beta3 enzyme activity; Q01970; Purified PLC-beta3, fluorogenic substrate, fluorescence; inhibition, % at 12.2 µM; 0.18% of 370,000 active; in the data active means inhibition above about 11%;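 further: 0% = median of compound wells on plate and 100% = full blocker control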
PG9 binder: binds the HIV-1 gp120 antibody PG9; TR-FRET gp120-PG9 antibody binding; inhibition, % at 6.7 µM; 0.43% of 360,000 active; AID 624416; in the data active means inhibition above about 8.5%
GAA850 FXN act: increases GAA850 frataxin promoter reporter activity | HEK293 lucGAA850 FXN promoter luciferase reporter, 24 h; percent of 10 µM SAHA response | activation, % at 6 µM | 0.56% of 360,000 active | AID 540364;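 active means activation above the average of all compounds screened plus 3 SD, cutoff fixed separately per campaign, cut at about 7.5% in these data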;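 further: 0% = DMSO wells and 100% = 10 µM SAHA wells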
Starred values were filed as active, the others as inactive; i = inactive; · = no result given; & = joins results of further samples.

structure	DAX1 inh-1	NR1D1 modulator	hgDAF-12 ag	sPLA2-III inh	ssDAF12 agonist	SMARCA2 activ	DAX1 inh-2	hcDAF-12 act	PLCb3 inh	PG9 binder	GAA850 FXN act
O=C(O)CC(Cc1ccc(Br)cc1)C(=O)O (stereo not drawn)	0.3	-5	0.7	-3	-1.4	6	0.7	1.6	2	-1.1	-1.5
O=C1NNC(c2ccccc2)=N/C1=C\c1ccco1	0.2	-4	-0.7	-1	-0.4	-2	-1.2	0.0	-20	-1.1	1.2
S=C(NCc1ccco1)N1CCN(C(c2ccccc2)c2ccccc2)CC1	-0.4	12	-0.6	1	-1.6	0	0.3	-1.3	0	-0.1	1.9
Cc1ccccc1NC(=O)CN1CCC(C(=O)c2ccc3c(c2)OCCO3)CC1	0.1	1	-0.1	-9	-1.3	-4	-1.2	-1.0	-12	0.2	-0.4
Cc1c(C(=O)N2CCOCC2)sc2ncnc(N3CCc4ccccc4C3)c12	-1.0	-3	0.2	3	-1.0	0	0.1	0.3	-1	1.2	-0.4
CCN1CCN(C(=O)c2cc(-c3cccnc3)nc3ccc(Br)cc23)CC1	-1.1	7	-0.2	-3	-1.4	-2	-0.4	-0.6	-2	6.8	-5.8
Nc1nc(-c2ccc(Cl)cc2Cl)cn1N	-0.1	2	0.5	1	0.1	5	0.6	2.4	-7	-2.5	1.9
Cc1cccc(N2CCN(C(=O)c3ccc4c(c3)OCCO4)CC2C)c1 (stereo not drawn)	0.5	1	-1.5	0	0.2	2	-0.1	-1.3	-6	-0.7	-0.4
CCC(c1nc2ccccc2[nH]1)n1c(=O)c(-c2ccccc2)nc2ccccc21 (stereo not drawn)	-1.6	7	-1.2	-9	-1.6	-4	·	-1.0	-14	0.8	·
COc1cn(-c2ccccc2)nc1C(=O)Nc1ccccc1	0.4	0	7.4	4	-0.2	1	3.2	1.1	-30	0.7	2.5
Cc1ccc2cc(CCNC(=O)c3cccs3)c(=O)[nH]c2c1C	5.6*	-2	19*	1	-0.6	1	2.9	3.6	1	-0.2	4.1
OCC[C@H]1C[C@@H](O)[C@H](O)[C@]2(OCCCc3ccccc32)O1	1.2	-2	-1.3	3	-1.0	0	-0.7	0.6	1	-0.5	0.9
COCCNC(=O)CCCCCN1C(=O)CCC1=O	0.6	0	0.5	3	-1.4	1	-0.4	-0.9	5	0.8	-2.0
CN1CCN(S(=O)(=O)c2ccc(Cl)cc2)CC1	-1.0&0.4	1&0	-2.8&2.4	2&12	-1.7&-0.7	-1&1	0.7&0.0	-1.0&-1.9	4&-3	1.4&-0.9	0.6&1.5
COc1ccccc1Oc1ccc(S(=O)(=O)Nc2cccnc2)cc1	-1.8	-2	-4.9	-12	-2.7	-6	-1.9	-3.8	4	-2.9	-0.3
CCN(CC)CCOc1ccc(/C(=C(/Cl)c2ccccc2)c2ccccc2)cc1	-0.3	2&8	-0.2	-7	-1.0	-6	2.2&-0.2	0.6	1	-1.0	-3.2&-0.2
CC1(C)CC(Nc2ccc(Nc3ccccc3)cc2)CC(C)(C)N1	0.0	1	-1.3	16	-1.8	-3	-1.8	-0.8	-12	-16	2.3
CCc1c(C)nc(SCC(=O)N2CCc3ccccc32)[nH]c1=O	0.0	·	0.0	14	-1.6	-2	·	-1.1	1	-0.7	·
Cc1cccc(C2CC(c3ccc(F)cc3)Nc3nc(N)nn32)c1 (stereo not drawn)	0.0	9	-0.9	-2	-1.3	-1	2.8	-0.2	-4	1.4	-0.4
COc1cccc(/C=N/NC(=O)c2c(-c3ccccc3)noc2C)c1O	-3.1	-4	-10	-8	-1.4	-2	-2.4	-2.2	-63	2.0	-6.5
O=C(Nc1ccc(Cl)cc1)Nc1nnc(/C=C/c2ccccc2)s1	-0.5	-1	4.3	-2	-0.8	0	-0.2	-0.8	-3	0.1	0.5
CCN(CC)CCNc1ncnc2c1sc1nc(N3CCOCC3)c3c(c12)CC(C)(C)SC3	0.4	13	-1.1	-26	1.1*	7	-0.5	-2.1	-118	-1.2	1.3
CC(=O)C1=C(C)N(Cc2ccc(Br)cc2)C(=S)NC1c1cccc(Br)c1 (stereo not drawn)	-1.3	5	1.1	-13	-1.5	-4	·	-0.1	-1	-2.5	·
Cc1cc(C(=O)N/N=C/c2c(C)n(C)c3ccccc23)n[nH]1	0.0	1	1.5	5	-0.9	0	0.8	-0.1	-15	-8.6	4.8
COc1ccc(CN(C)C(=O)c2cc(-c3ccccc3)nc3ccc(C)cc23)c(OC)c1	-5.3	6	-2.7	-12	-1.7	-7	-4.0	-2.5	2	-0.8	-5.3
COc1ccc(C(=O)CN2C(=O)NC3(CCCc4ccccc43)C2=O)c(OC)c1 (stereo not drawn)	-0.1	23*	1.2	4	-1.1	-2	0.7	-0.9	-5	2.1	2.0
CC1(C(=O)NCCC#N)CCN1C(=O)C1(c2ccccc2)CC1 (stereo not drawn)	0.3	-7	-0.7	7	-1.4	1	·	-0.6	4	-1.7	0.1
c1ccc(-c2cc3nc(NCC4CC4)nc(NCC4CCCCC4)c3s2)cc1	-1.1	5	-3.4	11	-1.6	-5	·	-1.5	-13	1.8	-0.5
N#CCCn1c(C2CCCCC2)nc2ccccc21	0.2	1	-1.6	-4	-1.2	0	0.2	-1.0	2	-0.6	0.1
COc1ccc(C2CC(=O)c3cnc(NC(=O)c4ccccc4OC)nc3C2)c(OC)c1 (stereo not drawn)	-0.6	1	-0.9	-6	-1.0	0	0.3	-0.2	-7	-0.7	-0.3
COc1ccccc1C(=O)NCC(=O)OC(C)C(=O)NC1CCCCC1C (stereo not drawn)	0.3	-2	-0.5	-5	-0.7	4	0.6	-0.2	-1	-1.1	-0.1
Cc1onc(-c2ccccc2)c1C(=O)Nc1ccc(S(=O)(=O)N2CCOCC2)cc1	-0.2	-2	-1.5	-10	-1.8	-4	1.3	-2.2	-4	-2.1	2.2
CCOc1ccc(C(=O)OCC(=O)c2c(N)n(C)c(=O)n(C)c2=O)cc1OCC	0.2	0	0.8	1	-1.3	-2	0.2	-1.2	3	0.8	-0.9
Cc1cccc(Nc2c([N+](=O)[O-])cc(C(=O)N3CC(=O)Nc4ccccc43)cc2[N+](=O)[O-])c1	-0.7	9	-3.9	6	-1.6	-4	-0.1	-1.0	5	-0.6	2.2
O=C(Nc1ccccc1N1CCOCC1)c1cccnc1	-0.2	-8	-0.2	-2	-0.8	4	1.0	-0.9	-7	0.9	0.2
Nc1nc(-c2nc3ccccc3[nH]2)cs1	2.0	3	10.0	9	0.2	6	-0.8	2.2	-1	-1.8	3.2
CCCCC[C@@H](C)N1C[C@@H](COCc2ccccc2)Oc2cc(N3CC[C@H](N(C)C)C3)ccc2S1(=O)=O	4.1*	8	0.7	-15	-1.1	-3	·	0.1	-4	0.5	·
COc1cc(NC(=O)c2cccs2)c(C(=O)OCC(=O)NC(C)c2ccccc2)cc1OC (stereo not drawn)	-1.1	-3	-1.6	-4	-1.5	-1	1.4	-3.6	-16	2.7	1.4
COC(=O)c1cc(C(=O)Nc2ccc(S(N)(=O)=O)cc2)cc([N+](=O)[O-])c1	-0.3	2	0.6	-9	-0.9	-1	-0.2	-0.9	-2	0.4	1.6
COc1ccc(/C=C(\NC(=O)c2ccc(OC)c(OC)c2)C(=O)N2CCN(C)CC2)cc1	0.1	1	-1.6	5	-1.2	-4	-1.4	2.4	-9	0.5	0.5

4 entries already listed, sorted by molecular weight, highest first.
structure	DAX1 inh-1	NR1D1 modulator	hgDAF-12 ag	sPLA2-III inh	ssDAF12 agonist	SMARCA2 activ	DAX1 inh-2	hcDAF-12 act	PLCb3 inh	PG9 binder	GAA850 FXN act
CCOc1ccc(C(=O)OCC(=O)c2c(N)n(C)c(=O)n(C)c2=O)cc1OCC	0.2	0	0.8	1	-1.3	-2	0.2	-1.2	3	0.8	-0.9
c1ccc(-c2cc3nc(NCC4CC4)nc(NCC4CCCCC4)c3s2)cc1	-1.1	5	-3.4	11	-1.6	-5	·	-1.5	-13	1.8	-0.5
CC1(C)CC(Nc2ccc(Nc3ccccc3)cc2)CC(C)(C)N1	0.0	1	-1.3	16	-1.8	-3	-1.8	-0.8	-12	-16	2.3
O=C(O)CC(Cc1ccc(Br)cc1)C(=O)O (stereo not drawn)	0.3	-5	0.7	-3	-1.4	6	0.7	1.6	2	-1.1	-1.5

Further structures follow.
structure	DAX1 inh-1	NR1D1 modulator	hgDAF-12 ag	sPLA2-III inh	ssDAF12 agonist	SMARCA2 activ	DAX1 inh-2	hcDAF-12 act	PLCb3 inh	PG9 binder	GAA850 FXN act
COc1ccc(C(C)NC(=O)c2ccncc2)cc1 (stereo not drawn)	0.2	2	-0.4	0	-1.5	5	-0.6	-0.7	-2	-0.6	-0.4
Cn1c(N)c(C(=O)COc2ccc(C#N)cc2)c(=O)n(C)c1=O	-1.2	-5	1.0	8	0.3	4	-1.2	-1.7	0	-0.1	0.4
CC(=O)c1ccc(/C=C/c2nc3ccccc3n2C)o1	1.6	3	9.8	2	0.1	8.8*	·	2.8	i	2.8	3.6
CN(CC(=O)Nc1ccc(Cl)c(Cl)c1)CC(=O)N1CCc2ccccc21	-0.4	-9	2.2	0	0.2	4	0.5	-0.2	1	-0.3	-0.2
COC(=O)c1ccc(S(=O)(=O)NNC(=O)c2ccc(S(=O)(=O)N3CCCCC3)cc2)cc1	0.0	-4	-1.4	-24	-1.1	-3	1.4	2.7	5	-1.0	2.4
Cc1cc(O)c(/C=N/OCc2ccc(Cl)cc2Cl)c(=O)o1	0.6	4	1.6	3	-1.4	2	-1.1	-1.6	-4	-0.8	2.6

High-throughput results: PubChem BioAssay, several laboratories
